High-throughput results from PubChem.
Dynein cargo inh: inhibitors of GR-EGFP nuclear translocation, primary screen, dynein cargo transport inhibitor project, imaging, high-content, 3617.4 mouse cells. test concentration mostly 20 µM; stimulated with dexamethasone, 1 µM; hits give low values. 220,000 tested, 0.47% active. z-score, hits read low. AID 1381, 2008;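 active = plate z-score of nuclear minus cytoplasmic receptor signal below a set negative limit, without overly bright fluorescence or cell loss, cut at about -3.5 in these data, passing the limit was not always enough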;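 also: z-score of nuclear minus cytoplasmic ring GR-EGFP intensity difference per well; some compounds called inactive have numbers as strong as hits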
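Medium: Induction medium lacking tetracycline, stripped serum | Probe or stimulus: 1.0 µM final dexamethasone stimulus | Schedule: 48 h induction, then 1 h compound, then 30 min agonist, 37 °C | Signal: Automated 10x imaging of fixed Hoechst-stained cells | Evaluation: Per-cell GR-EGFP intensity, nucleus versus surrounding cytoplasmic ring, well-averaged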
K1F lysis inhibition: inhibition of K1F phage lysis, E. coli UTI89, bacterial capsule biogenesis inhibitors, alamar blue (AID 488966) | one-dose inhibition, % at 100 µM; IC50 in µM for titrated hits | 340,000 tested, 0.02% active | E. coli UTI89 K1F phage lysis, alamar blue, 2 h; higher % means a stronger effect;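 active = phage lysis inhibition, versus mean bacterial control, above a set limit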;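 also: capsule biogenesis inhibitors block K1F phage lysis so surviving cells raise fluorescence; higher fluorescence means more inhibition of phage lysis; actives were called in the ten point dose series up to 300 µM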
bCat nuc transl: modulators of beta-catenin nuclear translocation, primary screen, imaging, HeLa cells, immunofluorescence, high-content. nuclear translocation activity, % at 5 µM. 190,000 tested, 0.3% active;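 active = nuclear translocation activity above 50% at 5 µM, with a well cell count of 50 or more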;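 also: per-cell ratio of nuclear to cytoplasmic median beta-catenin stain intensity; plate controls were DMSO negative control for no effect and GSK-3 inhibitor IX positive control for full effect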
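Technique: fluorescence imaging of beta-catenin antibody stain plus DAPI / Material: human HeLa cell line / Incubation: compound treatment 24 h, 37°C, 5% CO2 / Read-out basis: % activation of per-cell nuclear versus cytoplasmic median beta-catenin signal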
Autophagy mod: autophagy modulators in MEF cells, primary screen, imaging, high-content, MEF GFP-LC3. MEF GFP-LC3 puncta imaging; test concentration mostly 10 µM. 190,000 tested, 0.98% active. AID 463193, 2010. calls only at 10 µM (by protocol);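 active = percentage of spot-positive cells more than 3 SD above its plate mean, without a fluorescence outlier flag or 80% toxicity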;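 also: spot-positive cell cutoff set from DMSO-treated cells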
M17LAP inhibition: P. falciparum M17LAP inhibitors, primary screen, biochemical, fluorogenic H-Leu-NHMec substrate, 1536-well (AID 1619). recombinant M17LAP, H-Leu-NHMec fluorogenic kinetic assay; higher % means a stronger effect. inhibition, % at 30 µM; hits with a dose series show IC50 in µM. 220,000 tested, 0.38% active;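 active = compound inhibiting the enzyme by more than half at any dose during confirmatory dose-response retesting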;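 also: plate controls were full reaction with DMSO carrier for no effect and no enzyme background for full effect; strong numbers were not always called active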
MT stabilize HCS: microtubule stabilizers in HeLa cells, primary screen, imaging, high-content imaging. 200,000 tested, 0.83% active. HeLa tubulin immunostaining HCS, 24 h; share of cells brighter than vehicle mean+2SD. % tubulin-high responders, % at 10 µM. AID 2205, 2009;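 active = plate Z-score above 3 for both tubulin-high and condensed-nucleus cell shares, with cell loss under 80%, at 10 µM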;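 also: anti alpha tubulin signal scored within the nucleus-defined area of each cell; some results filed as inactive read as strong as hits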
ER stress rescue: rescue of cells from ER stress-induced death, primary screen, 384-well, CSM14.1, thapsigargin, ATP luminescence (AID 1222); CSM14.1 thapsigargin-induced death rescue, ATP luminescence; higher % means a stronger effect; cellular ATP content (survival), % at 20 µM; hits with a dose series show EC50 in µM; 190,000 tested, under 10 active;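 active = EC50 below 50 µM in the dose-response confirmation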;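 also: death triggered by thapsigargin at about 15 µM added after 2 h compound pretreatment; cell ATP read after overnight thapsigargin exposure of roughly 18 to 22 hours; normalized against plate controls of thapsigargin alone and 5% DMSO vehicle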
Insulin prom up: insulin promoter activators in MIN6 cells, imaging, high-content screening, mouse beta cells | MIN6 insulin promoter-GFP reporter; hits give high values | 190,000 tested, 0.3% active | AID 1625, 2009 | z-score at 5 µM;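 active = z-score above 3 at 5 µM with at least 500 cells counted in the well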
P. falciparum M1AAP: P. falciparum M1AAP inhibitors, biochemical, fluorogenic H-Leu-NHMec substrate, 1536-well (AID 1445); Aminopeptidase N (Plasmodium falciparum (isolate 3D7)); recombinant M1AAP, H-Leu-NHMec fluorogenic kinetic assay; higher % means a stronger effect; inhibition, % at 30 µM, or IC50 in µM where a hit was titrated; 220,000 tested, 0.42% active;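 active = primary inhibition above the hit cutoff, then over 50% inhibition at one or more dose response concentrations, cut at about 23% in these data, passing the limit was not always enough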;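 also: plate controls were DMSO full reaction for no effect and no enzyme background for full effect; strong numbers were not always called active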
Dynein cargo inh cytoplasmic EGFP: recorded beside Dynein cargo inh, whose call it bears; z-score; measured here: cytoplasmic GR-EGFP intensity; hits give high values
Dynein cargo inh nuclear GR-EGFP: further read-out of Dynein cargo inh, marked with its call; z-score; measured here: nuclear GR-EGFP intensity;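 lower value marks the stronger effect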
Dynein cargo inh cell count: recorded beside Dynein cargo inh, whose call it bears; z-score; measured here: cell count per field
Insulin prom up cell count: further read-out of Insulin prom up, marked with its call; cell count; measured here: cytotoxicity, nuclei count;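 total cells summed across four imaged fields per well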
bCat nuc transl cell count 5 µM: also measured in bCat nuc transl; calls as there; cell count; measured here: cell count, cytotoxicity flag
MT stabilize HCS Hoechst-high %: further read-out of MT stabilize HCS, marked with its call; % Hoechst-high responders; measured here: nuclear condensation Hoechst responders;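 share of cells brighter than vehicle mean plus two SD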
MT stabilize HCS cytotoxicity %: second read-out of MT stabilize HCS, no call of its own (marks repeat the call); toxicity, %; measured here: cytotoxicity by cell density;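 0% = mean cell density of plate MIN control wells and 100% = no cells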
Autophagy mod cell loss 18 h: further read-out of Autophagy mod, marked with its call; toxicity, %; measured here: cell loss, nuclei count;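 cell loss after 18 h compound exposure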
An asterisk follows results filed as active.

O=C(O)c1ccc(S(=O)(=O)N(Cc2cccs2)CC2CCCO2)cc1 (stereo unspecified) was read as Dynein cargo inh -0.584, K1F lysis inhibition 0.4%, bCat nuc transl -0.5, M17LAP inhibition -7.0%, Insulin prom up 1.14, P. falciparum M1AAP -1.1%, Dynein cargo inh cytoplasmic EGFP -0.296, Dynein cargo inh nuclear GR-EGFP -0.278, Dynein cargo inh cell count 0.964, Insulin prom up cell count 1460 and bCat nuc transl cell count 5 µM 1328.
C=CCn1c(=O)/c(=C2/Sc3cc(OC)ccc3N2C)s/c1=C1\C(=O)N(CC)C(=S)N1C was read as Dynein cargo inh -0.744, bCat nuc transl 1.9, Autophagy mod inactive, M17LAP inhibition 3.8%, MT stabilize HCS 4.7, ER stress rescue -0.7%, Insulin prom up -0.03, P. falciparum M1AAP 11.6%, Dynein cargo inh cytoplasmic EGFP -0.13, Dynein cargo inh nuclear GR-EGFP -0.505, Dynein cargo inh cell count -0.35, Insulin prom up cell count 1067, bCat nuc transl cell count 5 µM 1493, MT stabilize HCS Hoechst-high % 4.4, MT stabilize HCS cytotoxicity % 3.5 and Autophagy mod cell loss 18 h -17.1.
For COc1cc(C(=O)N/N=C/c2ccsc2C)cc(OC)c1OC the results were Dynein cargo inh -0.403, K1F lysis inhibition 0.2%, bCat nuc transl 162.9*, Autophagy mod inactive, M17LAP inhibition -4.7%, MT stabilize HCS 11.4, ER stress rescue 0.4%, Insulin prom up -0.11, P. falciparum M1AAP 2.2%, Dynein cargo inh cytoplasmic EGFP -0.213, Dynein cargo inh nuclear GR-EGFP 0.302, Dynein cargo inh cell count 0.0766, Insulin prom up cell count 784, bCat nuc transl cell count 5 µM 833*, MT stabilize HCS Hoechst-high % 53.4, MT stabilize HCS cytotoxicity % 42.0 and Autophagy mod cell loss 18 h 53.4.
`CCN(CC)c1ccc(-c2n[nH]c(=S)n2-c2ccccc2)cc1` gave Dynein cargo inh 0.721, K1F lysis inhibition 0.9%, bCat nuc transl 4.3, Autophagy mod inactive, M17LAP inhibition -0.5%, MT stabilize HCS 24.8*, ER stress rescue 0.1%, Insulin prom up -0.53, P. falciparum M1AAP 4.7%, Dynein cargo inh cytoplasmic EGFP -0.0833, Dynein cargo inh nuclear GR-EGFP 0.739, Dynein cargo inh cell count -0.828, Insulin prom up cell count 1703, bCat nuc transl cell count 5 µM 895, MT stabilize HCS Hoechst-high % 16.8*, MT stabilize HCS cytotoxicity % 25.6* and Autophagy mod cell loss 18 h 17.3.
Cc1ccc(S(=O)(=O)N2CC3CCCC2C3)cc1 (stereo unspecified) was read as Dynein cargo inh -0.904, bCat nuc transl -0.3, M17LAP inhibition 2.0%, Insulin prom up -1.03, P. falciparum M1AAP 7.9%, Dynein cargo inh cytoplasmic EGFP -0.248, Dynein cargo inh nuclear GR-EGFP -0.69, Dynein cargo inh cell count 1.59, Insulin prom up cell count 1359 and bCat nuc transl cell count 5 µM 1177.
`Cc1ccc(C(=O)COC(=O)c2c(C)cc(=O)oc2C)cc1[N+](=O)[O-]` gave Dynein cargo inh 0.591, K1F lysis inhibition 4.3%, bCat nuc transl -0.8, Autophagy mod inactive, M17LAP inhibition 9.8%, MT stabilize HCS 3.1, ER stress rescue -0.5%, Insulin prom up 0.13, P. falciparum M1AAP 8.3%, Dynein cargo inh cytoplasmic EGFP -0.255, Dynein cargo inh nuclear GR-EGFP 0.376, Dynein cargo inh cell count -0.127, Insulin prom up cell count 1184, bCat nuc transl cell count 5 µM 494, MT stabilize HCS Hoechst-high % 1.9, MT stabilize HCS cytotoxicity % 1.1 and Autophagy mod cell loss 18 h 17.9.
For COCC(C)n1c(COc2ccccc2F)nnc1SCc1c(C)noc1C (stereo unspecified) the results were Dynein cargo inh -0.841, K1F lysis inhibition -2.5%, Autophagy mod inactive, M17LAP inhibition -3.2%, MT stabilize HCS 2.2, ER stress rescue -0.4%, Insulin prom up 0.35, P. falciparum M1AAP -0.2%, Dynein cargo inh cytoplasmic EGFP -0.201, Dynein cargo inh nuclear GR-EGFP 0.00893, Dynein cargo inh cell count 0.5, Insulin prom up cell count 1296, MT stabilize HCS Hoechst-high % 2.7, MT stabilize HCS cytotoxicity % 8.1 and Autophagy mod cell loss 18 h -13.5.
`CCOC(=O)N1CCN(S(=O)(=O)c2ccc(OC)c(Cl)c2)CC1` gave Dynein cargo inh -0.768, K1F lysis inhibition -0.3%, Autophagy mod inactive, M17LAP inhibition 9.2%, MT stabilize HCS 2.8, P. falciparum M1AAP 6.3%, Dynein cargo inh cytoplasmic EGFP -0.27, Dynein cargo inh nuclear GR-EGFP -1.04, Dynein cargo inh cell count 0.436, MT stabilize HCS Hoechst-high % 2.2, MT stabilize HCS cytotoxicity % 6.0 and Autophagy mod cell loss 18 h -5.4.
For Nc1nnc(-c2cn(-c3ccccc3)nc2-c2ccc(Cl)cc2)o1 the results were Dynein cargo inh -0.397, K1F lysis inhibition 1.2%, bCat nuc transl 3.9, M17LAP inhibition -5.3%, Insulin prom up -0.15, P. falciparum M1AAP -2.7%, Dynein cargo inh cytoplasmic EGFP -0.29, Dynein cargo inh nuclear GR-EGFP -0.214, Dynein cargo inh cell count 0.667, Insulin prom up cell count 1327 and bCat nuc transl cell count 5 µM 1014.
For CSc1ccccc1NC(=O)c1ccc(CN2CCOCC2)cc1 the results were Dynein cargo inh -0.746, bCat nuc transl -1.4, Autophagy mod inactive, M17LAP inhibition -1.7%, MT stabilize HCS 1.8, ER stress rescue -0.9%, Insulin prom up -0.27, P. falciparum M1AAP -1.7%, Dynein cargo inh cytoplasmic EGFP -0.284, Dynein cargo inh nuclear GR-EGFP -0.207, Dynein cargo inh cell count 1.19, Insulin prom up cell count 1578, bCat nuc transl cell count 5 µM 1021, MT stabilize HCS Hoechst-high % 1.6, MT stabilize HCS cytotoxicity % 4.1 and Autophagy mod cell loss 18 h 7.0.
For Cn1c(=O)[nH]c(Nc2ccccc2)c([N+](=O)[O-])c1=O the results were Dynein cargo inh 0.157, K1F lysis inhibition -0.7%, bCat nuc transl -5.6, Autophagy mod inactive, M17LAP inhibition 22.6%, MT stabilize HCS 4.6, ER stress rescue -2.3%, Insulin prom up -0.38, P. falciparum M1AAP 6.8%, Dynein cargo inh cytoplasmic EGFP -0.365, Dynein cargo inh nuclear GR-EGFP 0.573, Dynein cargo inh cell count 0.258, Insulin prom up cell count 1632, bCat nuc transl cell count 5 µM 1111, MT stabilize HCS Hoechst-high % 2.4, MT stabilize HCS cytotoxicity % 3.3 and Autophagy mod cell loss 18 h 6.1.
For CC(/C=N/Nc1nc2ccccc2[nH]1)=C\c1ccccc1 the results were Dynein cargo inh -0.33, K1F lysis inhibition 0.2%, bCat nuc transl 0.6, Autophagy mod inactive, M17LAP inhibition 5.8%, MT stabilize HCS 7.5, ER stress rescue -3.5%, Insulin prom up -0.57, P. falciparum M1AAP 0.4%, Dynein cargo inh cytoplasmic EGFP -0.264, Dynein cargo inh nuclear GR-EGFP -0.445, Dynein cargo inh cell count 0.296, Insulin prom up cell count 1430, bCat nuc transl cell count 5 µM 1147, MT stabilize HCS Hoechst-high % 8.5, MT stabilize HCS cytotoxicity % 6.9 and Autophagy mod cell loss 18 h -18.6.
COc1ccc(OC)c(Nc2cc(C(=O)NCCCN3CCOCC3)c3ccccc3n2)c1 was read as Dynein cargo inh 0.182, K1F lysis inhibition -0.7%, bCat nuc transl -1.0, Autophagy mod inactive, M17LAP inhibition 15.5%, MT stabilize HCS 4.1, ER stress rescue 2.2%, Insulin prom up -1.42, P. falciparum M1AAP 15.8%, Dynein cargo inh cytoplasmic EGFP 1.97, Dynein cargo inh nuclear GR-EGFP 0.25, Dynein cargo inh cell count 0.211, Insulin prom up cell count 1292, bCat nuc transl cell count 5 µM 1333, MT stabilize HCS Hoechst-high % 1.3, MT stabilize HCS cytotoxicity % 2.3 and Autophagy mod cell loss 18 h -20.0.
For CCCn1nnnc1NCc1ccc(N2CCCC2)cc1 the results were Dynein cargo inh -0.542, K1F lysis inhibition 0.2%, bCat nuc transl 2.5, Autophagy mod inactive, M17LAP inhibition 1.8%, MT stabilize HCS 2.3, ER stress rescue 3.2%, Insulin prom up 0.01, P. falciparum M1AAP 1.2%, Dynein cargo inh cytoplasmic EGFP 0.295, Dynein cargo inh nuclear GR-EGFP 0.0675, Dynein cargo inh cell count -0.538, Insulin prom up cell count 1149, bCat nuc transl cell count 5 µM 898, MT stabilize HCS Hoechst-high % 1.2, MT stabilize HCS cytotoxicity % 0.9 and Autophagy mod cell loss 18 h -16.3.
For Cc1ccc(S(=O)(=O)N(CC(=O)NCc2ccco2)Cc2ccc(F)cc2)cc1 the results were Dynein cargo inh -2.95, K1F lysis inhibition 0.1%, bCat nuc transl -0.2, Autophagy mod inactive, M17LAP inhibition 2.6%, MT stabilize HCS 4.3, ER stress rescue 2.2%, Insulin prom up 0.56, P. falciparum M1AAP 3.2%, Dynein cargo inh cytoplasmic EGFP 0.012, Dynein cargo inh nuclear GR-EGFP -1.58, Dynein cargo inh cell count 0.045, Insulin prom up cell count 1276, bCat nuc transl cell count 5 µM 1126, MT stabilize HCS Hoechst-high % 2.1, MT stabilize HCS cytotoxicity % 6.7 and Autophagy mod cell loss 18 h -5.4.

No enrichment for hits. Share with any hit: about 2.9%.
